Screening results as filed in PubChem BioAssay.
Arr AP2 block = blocks beta-arrestin peptide binding to AP2 adaptin; inhibition, % at 10 µM; FITC-arrestin peptide / GST-AP2 beads, flow cytometry; AP2 beta2 appendage carries R879A mutation; hit rate 0.31% among 340,000;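 active means inhibition above a set limit, near 3 SD of compounds lacking own fluorescence, cut at about 54% in these data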;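 further: plate controls were DMSO wells for no effect and 5 µM unlabelled arrestin peptide for full effect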
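system = GST-tagged AP2 beta2-adaptin appendage (R879A) on 4 µm glutathione beads | reagent = FITC-labelled arrestin peptide probe, 50 nM final | schedule = compound with beads 12 min RT, then probe 1 h RT | signal = HyperCyt-sampled flow cytometry, FL1 channel, ex 488/em 535 nm | read-out = percent response from loss of bead-bound FITC fluorescence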
DAGLB inhibitor = blocks human DAGLB lipase activity. inhibition, % at 5.17 µM. hit rate 0.059% among 340,000. HEK293T DAGLB membrane lysate, EnzChek fluorogenic substrate. AID 504411. Q8NCG7; in the data active means inhibition above about 34%;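 further: 0% = enzyme with vehicle and 100% = wells lacking enzyme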
NSD2 inh = blocks human histone methyltransferase NSD2 | inhibition, % at 12.5 µM | O96028 | hit rate 0.54% among 310,000 | NSD2 peptide methylation, AlphaScreen, 120 min | AID 743445; in the data active means inhibition above about 50%
LANA DNA inh = KSHV C-LANA DNA binding inhibition | hit rate 0.078% among 340,000 | inhibition, % at 9 µM | MBP-C-LANA/FAM-LBS DNA binding, fluorescence polarization;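 active means highest replicate inhibition at or above 60% at 9 µM, even if other replicates fall short; inactive means all replicates below 60% inhibition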;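 further: 0% = neutral control wells and 100% = 4 µM acridine orange control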
PKA-R2B activ = PKA-R2B complex activation; P22694+P31323; PKA-R2B holoenzyme dissociation, Cy5-IP20 fluorescence polarization; R2B truncated from residue 108, S112A mutant; 0% DMSO only, 100% 113 µM cGMP; activation, % at 11.4 µM; hit rate 0.079% among 340,000;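 active means activation above a cutoff set at the mean over all compounds plus 3 SD, cut at about 18% in these data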;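 further: higher means more holoenzyme dissociation and a rise in polarization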
Target sequence (P31323 whole entry, looked up, other chains not shown, the tested form may be a part): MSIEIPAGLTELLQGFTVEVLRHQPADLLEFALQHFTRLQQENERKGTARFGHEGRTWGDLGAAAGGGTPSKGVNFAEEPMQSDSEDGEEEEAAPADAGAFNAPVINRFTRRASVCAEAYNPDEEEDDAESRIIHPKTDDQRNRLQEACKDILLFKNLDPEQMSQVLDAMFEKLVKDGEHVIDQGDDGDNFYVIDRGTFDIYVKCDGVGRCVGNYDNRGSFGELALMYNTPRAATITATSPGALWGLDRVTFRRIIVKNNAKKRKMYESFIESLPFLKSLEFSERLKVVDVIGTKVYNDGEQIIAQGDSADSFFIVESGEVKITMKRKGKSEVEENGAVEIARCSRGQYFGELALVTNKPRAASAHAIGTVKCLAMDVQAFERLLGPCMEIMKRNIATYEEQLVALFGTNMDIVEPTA
Keap1 Nrf2 FP = Keap1-Nrf2 (human) interaction inhibition | Keap1 Kelch-Nrf2 peptide fluorescence polarization, 1536-well | inhibition, % at 9.4 µM | hit rate 0.15% among 340,000 | AID 504523; in the data active means inhibition above about 12%;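 further: human Keap1 Kelch domain with fluorescein labeled Nrf2 9mer peptide probe; 0% = neutral control wells and 100% = peptide positive control; higher means more block of Keap1 binding to Nrf2 peptide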
Target sequence (Q14145 whole entry, looked up, the tested form may be a part): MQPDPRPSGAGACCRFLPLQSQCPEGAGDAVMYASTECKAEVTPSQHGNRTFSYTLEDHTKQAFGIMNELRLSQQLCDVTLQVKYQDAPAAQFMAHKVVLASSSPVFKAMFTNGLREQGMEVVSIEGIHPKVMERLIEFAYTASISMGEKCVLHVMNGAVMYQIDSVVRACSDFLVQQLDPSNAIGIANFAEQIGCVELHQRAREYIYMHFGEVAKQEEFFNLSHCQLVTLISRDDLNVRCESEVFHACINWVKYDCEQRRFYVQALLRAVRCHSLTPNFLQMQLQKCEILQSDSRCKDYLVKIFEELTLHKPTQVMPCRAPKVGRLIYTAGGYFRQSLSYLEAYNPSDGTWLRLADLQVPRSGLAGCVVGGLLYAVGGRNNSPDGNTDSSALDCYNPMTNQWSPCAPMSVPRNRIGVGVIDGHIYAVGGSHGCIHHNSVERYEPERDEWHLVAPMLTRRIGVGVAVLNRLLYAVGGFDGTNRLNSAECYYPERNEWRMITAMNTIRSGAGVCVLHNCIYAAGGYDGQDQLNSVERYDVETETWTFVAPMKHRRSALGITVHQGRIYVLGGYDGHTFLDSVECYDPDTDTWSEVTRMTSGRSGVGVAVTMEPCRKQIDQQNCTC
SR-BI DiI-HDL act = SR-BI HDL lipid transfer activation | CHO ldlA[mSR-BI] cells, DiI-HDL uptake fluorescence, 3 h; 100 = double the neutral-control signal | activation, % at 12.5 µM | AID 504775 | hit rate 0.096% among 320,000;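 active means mean replicate activation of at least 60% and every replicate at or above 60%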;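 further: 0% = median plate neutral-control signal and 100% = twice that signal; values of inactives mirror those of a sister screen read the other way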
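System: CHO ldlA[mSR-BI] cells / Medium: HEPES-buffered (25 mM, pH 7.4) F12 plus 0.5% BSA / Probe or stimulus: labelled HDL, 10 µg/mL / Doses: single compound concentration, delivered by pin transfer / Schedule: 3 h, 37 °C / Measured by: DiI fluorescence, bottom read / Measure: cell-associated DiI fluorescence as measure of HDL uptake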
RTF Ca sens inh = cardiac RTF calcium desensitization | IANBD-labeled cardiac RTF, Ca2+ fluorescence | AID 493244 | hit rate 0.12% among 340,000 | inhibition, % at 7.15 µM;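 active means inhibition above the mean inhibition of all tested compounds plus 3 SD, cut at about 17% in these data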;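 further: assay run at fixed EC70 calcium of 1.6 mM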
SR-BI DiI inh = blocks mouse SR-BI lipid uptake from DiI-HDL | AID 488896 | inhibition, % at 12.5 µM | ldlA[mSR-BI] CHO cells, DiI-HDL uptake fluorescence, 3 h | Q61009 | hit rate 0.96% among 320,000;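 active means mean replicate inhibition of at least 70% and a set share of replicates each scoring 70 or more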;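 further: 0% = median of neutral control wells and 100% = median of positive control wells; values of inactives mirror those of a sister screen read the other way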
PvdQ acylase = P. aeruginosa PvdQ acylase inhibition | inhibition, % at 10 µM | purified PvdQ acylase, fluorescence plate reader | AID 488965 | hit rate 0.063% among 340,000; in the data active means inhibition above about 30%, passing the limit was not always enough;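 further: 0% = vehicle neutral wells and 100% = reference inhibitor wells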
* hit, by the source's call; x = not tested or not shown.

1	CN(C)c1nc(N)nc(Nc2ccccc2C#N)n1
2	Cc1nn(C)cc1C(=O)Nc1ccc2c(c1)OCCO2
3	O=C(Cc1sc(-c2ccccc2Cl)nc1-c1ccccc1)Nc1ccccc1
4	Cc1ccccc1N1C(=O)c2cccc3cccc(c23)C1=O
5	CN1C(=O)[C@H]2[C@@H](C3CC3)N3C(=O)CN(CCO)C(=O)[C@@]3(Cc3ccccc3)[C@H]2C1=O
6	CCc1cc2c(CN(C)Cc3ccccc3F)cc(=O)oc2cc1O
7	Cc1cc(-c2nc3ncccc3o2)ccc1N
8	COc1ccc(CNC(=O)C(=O)NCC2CCCN2S(=O)(=O)c2ccccc2)cc1 (centres undefined)

Assay by compound,1,2,3,4,5,6,7,8
Arr AP2 block,-6,7,-6,-10,20,-9,-4,2
DAGLB inhibitor,2,3,1,1,0,-5,-1,3
NSD2 inh,6,1,2,-4,x,12,-2,-1
LANA DNA inh,2.3,-1.5,-1.0,-1.0,1.2,0.3,1.9,2.6
PKA-R2B activ,-11,-1,-3,-3,4,-1,-1,4
Keap1 Nrf2 FP,1,0,-7,-5,-1,-1,-2,-2
SR-BI DiI-HDL act,9,x,14,-5,41,-28,3,1
RTF Ca sens inh,-2,-5,-5,-6,0,18*,-9,1
SR-BI DiI inh,-9,x,-14,5,-41,28,-3,-1
PvdQ acylase,-12,-6,-19,-13,5,-7,-14,-7

9	CCOn1c(=O)c(-c2ccc(Br)cc2)[n+]([O-])c2ccccc21
10	COc1ccc(S(=O)(=O)Nc2cc3c(C(C)=O)c(C)oc3c3ccccc23)cc1
11	Cn1c(CNc2ccccc2O)nc2ccccc21
12	O=C(NCc1ccccc1)c1ccc(NS(=O)(=O)c2cccs2)cc1
13	CCOC(=O)c1ccccc1NC(=O)CN(c1ccccc1)S(=O)(=O)N(C)C
14	CCOc1ccccc1NC(=O)Cn1c(=O)n(CCC(=O)NC2CCCC2)c(=O)c2ccccc21
15	CCOc1ccc(NC(=O)CN(C)C(=O)CN2C(=O)C3CCCCC3C2=O)cc1OCC (centres undefined)
16	COc1ccc(OC)c(S(=O)(=O)n2c([N+](=O)[O-])cnc2C)c1

Assay by compound,9,10,11,12,13,14,15,16
Arr AP2 block,5,-3,-5,1,-3,-14,-7,10
DAGLB inhibitor,-2,-2,1,0,-1,-1,0,1
NSD2 inh,-3,-3,x,19,1,x,-2,-1
LANA DNA inh,-1.1,0.9,0.7,0.8,1.9,2.1,-1.8,10
PKA-R2B activ,-2,-9,-11,-9,-14,1,-3,-6
Keap1 Nrf2 FP,x,-4,0,-1,1,-6,0,-4
SR-BI DiI-HDL act,-1,-18,40,-8,7,-10,12,8
RTF Ca sens inh,-1,-7,-3,-3,-6,2,-5,2
SR-BI DiI inh,1,18,-40,8,-7,10,-12,-8
PvdQ acylase,-10,-5,-8,-5,-4,-4,-18,7

Looked up one by one from the list above:
13	CCOC(=O)c1ccccc1NC(=O)CN(c1ccccc1)S(=O)(=O)N(C)C
15	CCOc1ccc(NC(=O)CN(C)C(=O)CN2C(=O)C3CCCCC3C2=O)cc1OCC (centres undefined)
12	O=C(NCc1ccccc1)c1ccc(NS(=O)(=O)c2cccs2)cc1
9	CCOn1c(=O)c(-c2ccc(Br)cc2)[n+]([O-])c2ccccc21

Assay by compound,13,15,12,9
Arr AP2 block,-3,-7,1,5
DAGLB inhibitor,-1,0,0,-2
NSD2 inh,1,-2,19,-3
LANA DNA inh,1.9,-1.8,0.8,-1.1
PKA-R2B activ,-14,-3,-9,-2
Keap1 Nrf2 FP,1,0,-1,x
SR-BI DiI-HDL act,7,12,-8,-1
RTF Ca sens inh,-6,-5,-3,-1
SR-BI DiI inh,-7,-12,8,1
PvdQ acylase,-4,-18,-5,-10

Carrying on.
17	COc1cccc(CNC(=O)CCS(=O)(=O)c2ccc3c(c2)CC(C)N3C(=O)C2CC2)c1 (centres undefined)
18	COC(=O)c1ccc2nc(C)c(C)nc2c1
19	CCOC(=O)CCSc1cc(C)c2ccccc2n1
20	O=c1[nH]cnc2c1sc1nc(C(F)F)cc(-c3ccccc3)c12
21	O=C(OCC(=O)C12CC3CC(CC(C3)C1)C2)c1ccc(CO)cc1
22	O=C(NCc1ccc(Cl)cc1)C1CC(O)CN1S(=O)(=O)c1ccc(Cl)cc1 (centres undefined)
23	Nc1ccc(Cl)c(S(=O)(=O)Nc2ccccc2Cl)c1
24	COc1cccc(-n2nnnc2SCC(=O)NCCc2ccccc2)c1

Assay by compound,17,18,19,20,21,22,23,24
Arr AP2 block,-13,9,-4,12,-4,3,1,-9
DAGLB inhibitor,-3,-1,-9,-2,-2,-1,3,-3
NSD2 inh,20,0,x,1,1,-6,-1,-3
LANA DNA inh,-0.7,0.5,5.5,0.1,-0.8,-1.2,0.7,-0.5
PKA-R2B activ,9,1,5,-3,1,-13,-4,-8
Keap1 Nrf2 FP,2,-4,4,1,-6,-9,-2,-2
SR-BI DiI-HDL act,0,-9,14,31,1,x,-14,-18
RTF Ca sens inh,-8,-2,-9,-6,-4,0,-1,-2
SR-BI DiI inh,0,9,-14,-31,-1,x,14,18
PvdQ acylase,-17,-16,-8,-4,-5,-11,-27,3

25	COc1ccc(NC(=O)CNC(=O)Cc2cccc3ccccc23)c(OC)c1
26	Cc1ccccc1-c1nnn(CC(=O)Nc2cccc(S(N)(=O)=O)c2)n1
27	CC1(C)N=C(N)N=C(N)N1c1cccc(C(=O)O)c1
28	Nc1ccc(-c2nc3cc(N)ccc3o2)cc1
29	COCCC(=O)N1CCC(Oc2ccc(C(=O)NCCC3=CCCCC3)cc2)CC1
30	CC(C)Oc1ccc(CNC(=S)Nc2ccccc2)cc1Cl
31	O=C(O)C/C=C(\NC(=O)OCc1ccccc1)C(=O)OCc1ccccc1
32	CC(=O)Nc1ccc(S(=O)(=O)N2CCC(C(=O)NCCC(=O)Nc3ccccc3)CC2)cc1

Assay by compound,25,26,27,28,29,30,31,32
Arr AP2 block,5,12,-1,50,-5,22,-11,47
DAGLB inhibitor,0,-1,2,-2,3,-4,0,-1
NSD2 inh,1,x,-2,-2,-3,-5,-1,-1
LANA DNA inh,-0.6,2.7,0.8,-0.2,-0.9,-3.6,0.0,-0.3
PKA-R2B activ,3,-3,10,-8,3,1,-14,8
Keap1 Nrf2 FP,-3,2,-3,2,0,-5,4,0
SR-BI DiI-HDL act,-13,0,1,19,-19,6,16,11
RTF Ca sens inh,3,-5,8,-15,-6,2,-14,-8
SR-BI DiI inh,13,0,-1,-19,19,-6,-16,-11
PvdQ acylase,-13,-1,-11,-3,-10,7,-4,8

33	O=C(CSc1ccc2ccccc2n1)NCCC1=CCCCC1
34	O=C(COC(=O)c1ccc(Br)o1)NCc1ccccc1Cl
35	Cc1ccc(NC(=O)/C=C/c2ccc([N+](=O)[O-])s2)c(C)c1
36	C#CCN(C(=O)c1ccc(OC)c(OC2CCN(C(C)C)CC2)c1)C1CCCCC1
37	COc1ccc(CN(CC(=O)NCC2CCCO2)C(=O)CCC(=O)Nc2cc(C)ccn2)cc1 (centres undefined)
38	COc1ccc(NC(=O)CN(C)C(=O)c2ccc3c(c2)S(=O)(=O)N=C2CCCCCN23)cc1
39	CN(C)c1ccc(/C=C/C(=O)c2cccc(Br)c2)cc1
40	Cc1ccc(CCNC(=O)C23CN(Cc4ccccc4)CC2C(c2cccc([N+](=O)[O-])c2)=NO3)cc1 (centres undefined)

Assay by compound,33,34,35,36,37,38,39,40
Arr AP2 block,3,25,10,15,-9,-21,1,-10
DAGLB inhibitor,-8,-4,1,2,0,-4,-122,-6
NSD2 inh,0,-3,0,4,-1,18,-6,x
LANA DNA inh,-0.6,2.7,0.1,0.4,-0.3,-0.1,-4.1,-1.8
PKA-R2B activ,-10,-7,-3,-6,-14,6,3,5
Keap1 Nrf2 FP,-6,-1,-4,2,1,0,-38,-5
SR-BI DiI-HDL act,3,-9,-28,21,18,14,3,-15
RTF Ca sens inh,-6,-7,-9,-7,-3,-4,-306,0
SR-BI DiI inh,-3,9,28,-21,-18,-14,-3,15
PvdQ acylase,-11,-8,-5,-8,-11,-7,-7,-16

41	O=C(CCNC(=O)c1ccccc1Cl)Nc1cc(C(F)(F)F)ccc1Cl
42	CCOc1ccc(NC(=O)COc2ccc(N3CC(C(N)=O)CC3=O)cc2)cc1 (centres undefined)
43	Cc1c(C(=O)Nc2c(F)cc(F)cc2Br)sc2ncn(CC(=O)N3CCCC3)c(=O)c12
44	Cc1ccc(S(=O)(=O)N2CCC(C(=O)N/N=C/c3cccnc3)CC2)cc1
45	CCCCCCOc1ccc(C(=O)n2cnc(N)n2)cc1
46	CC(C)NC(=S)N=Nc1c(O)[nH]c2ccc(C(C)C)cc12
47	Nc1ccccc1C#CCCCCO
48	CCC(=O)OCn1nnc2ccccc2c1=O

Assay by compound,41,42,43,44,45,46,47,48
Arr AP2 block,-2,41,6,6,-11,2,30,-16
DAGLB inhibitor,-1,2,0,1,2,14,-3,0
NSD2 inh,-1,3,-1,1,-5,3,x,1
LANA DNA inh,0.1,-0.9,1.7,-1.9,0.2,-1.5,-2.1,-1.4
PKA-R2B activ,-9,-8,-11,-4,1,-2,-1,6
Keap1 Nrf2 FP,-3,-3,-5,-4,-3,1,-1,-4
SR-BI DiI-HDL act,-10,17,-37,48,18,-4,5,18
RTF Ca sens inh,-10,-4,-2,-8,-9,-1,7,1
SR-BI DiI inh,10,-17,37,-48,-18,4,-5,-18
PvdQ acylase,-1,9,3,-15,-6,-11,0,-10

49	CCCC(=O)OCC(=O)Nc1cc([N+](=O)[O-])ccc1OC
50	COc1ccc(C(CNC(=O)COc2ccccc2C)N2CCCC2)cc1 (centres undefined)
51	C[C@H]1CN=C(Nc2ccccc2)N1CCC1CCCCC1
52	CCOc1ccc2ccccc2c1/C=N\NC(=O)OC
53	CC(C)c1ccccc1OCCCCCNCCO
54	CCOc1ccc(N(C)C(=O)CCc2nnc3ccc(N4CCC5(CC4)OCCO5)nn23)cc1
55	O=C1c2nccnc2C(=O)N1c1ccc(C(F)(F)F)cc1

Assay by compound,49,50,51,52,53,54,55
Arr AP2 block,19,0,3,-2,0,1,11
DAGLB inhibitor,-2,-2,5,0,0,1,-2
NSD2 inh,-3,2,x,36,-1,4,-3
LANA DNA inh,0.7,-1.6,2.1,5.0,0.8,0.8,2.9
PKA-R2B activ,-6,-13,10,-1,6,3,4
Keap1 Nrf2 FP,-4,1,-7,2,1,1,4
SR-BI DiI-HDL act,12,31,16,-26,-10,-1,12
RTF Ca sens inh,-5,-9,9,-4,-7,-6,-2
SR-BI DiI inh,-12,-31,-16,26,10,1,-12
PvdQ acylase,3,0,-10,-1,-4,2,-7
